GC-A act: GC-A (human) enzyme activation; HEK293 GC-A cells, cGMP TR-FRET, EC30 ANP; 0% at EC30 ANP, 100% saturating ANP; activation, % at 10 µM; 370,000 tested, 0.14% active; in the data active = activation above about 40%
ADAM10 inh: inhibitors of human ADAM10; O14672; recombinant ADAM10, EDANS/DABCYL FRET peptide cleavage, 3 h; inhibition, % at 7 µM; 370,000 tested, 0.62% active; AID 720582;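 active = inhibition above a per-campaign cutoff equal to the mean of compounds falling between control-based bounds plus 3 SD, cut at about 20% in these data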;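 note: 0% = DMSO wells while the 100% control is not disclosed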
PG9 binder: PG9 antibody binding by small molecule; TR-FRET gp120-PG9 antibody binding; inhibition, % at 6.7 µM; 360,000 tested, 0.43% active; AID 624416; in the data active = inhibition above about 8.5%
hgDAF12 agonist: hgDAF-12 agonism, primary luciferase screen | HEK293 GAL4-hgDAF12 UAS-luciferase reporter, agonist luminescence; normalized to butyrate control | activation, % at 6.8 µM | 370,000 tested, 1.8% active | AID 687014;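 active = activation above a cutoff set at the mean of all screened compounds plus 3 SD, cut at about 10% in these data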;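 note: 0% = DMSO wells and 100% = sodium butyrate wells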
ssDAF-12 act: activators of S. stercoralis DAF-12 nuclear receptor | HEK293 ssDAF-12/GRIP1 lit1-tk-luc reporter, luminescence; % of 3 µM dafachronic acid response | activation, % at 6.8 µM | 370,000 tested, 1% active | AID 652126;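 active = activation above the mean over all tested compounds plus 3 SD, cut at about 0.9% in these data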;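 note: 0% = DMSO-only wells and 100% = 3 µM delta7-dafachronic acid wells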
DAX1 inh-1: inhibitors of DAX1 repression of SF-1 activated StAR promoter | HEK293T StAR-luciferase reporter, SF-1/DAX-1 repression relief | inhibition, % at 6.8 µM | 370,000 tested, 1.1% active | AID 652010;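 active = inhibition above the mean over all tested compounds plus 3 SD, cut at about 3.6% in these data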;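 note: 0% = DAX-1 cells with DMSO and 100% = cells lacking DAX-1 with DMSO; higher inhibition means more luminescence from relief of DAX-1 repression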
DAX1 inh-2: inhibitors of human orphan nuclear receptor DAX1 (NR0B1); HEK293 Gal4-DAX1 luciferase reporter, luminescence; AID 504766; 340,000 tested, 0.99% active; inhibition, % at 6.75 µM; P51843;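 active = inhibition above the mean over all tested compounds plus 3 SD, cut at about 4.2% in these data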;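 note: 0% = DAX1-transfected cells with DMSO and 100% = empty-vector control cells with DMSO; inhibition shows as a rise in luminescence from relieved DAX1 repression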
Target sequence (P51843 207-470 limits assumed): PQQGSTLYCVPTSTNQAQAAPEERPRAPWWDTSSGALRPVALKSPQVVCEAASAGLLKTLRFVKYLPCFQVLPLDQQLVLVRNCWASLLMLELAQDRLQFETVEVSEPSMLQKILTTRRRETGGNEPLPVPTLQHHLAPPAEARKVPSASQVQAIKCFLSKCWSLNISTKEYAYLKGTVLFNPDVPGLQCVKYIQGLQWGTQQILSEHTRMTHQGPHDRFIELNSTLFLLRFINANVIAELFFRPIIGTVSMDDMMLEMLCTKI
SMARCA2 act: activators of SMARCA2 function; activation, % at 9.1 µM; AID 652017; 370,000 tested, 1% active; MG213 cells, MMTV-luciferase reporter, dexamethasone, overnight; in the data active = activation above about 7.8%;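 note: 0% = vehicle wells and 100% = reference activator wells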
GAA850 FXN act: increases GAA850 frataxin promoter reporter activity; AID 540364; 360,000 tested, 0.56% active; activation, % at 6 µM; HEK293 lucGAA850 FXN promoter luciferase reporter, 24 h; percent of 10 µM SAHA response;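 active = activation above the average of all compounds screened plus 3 SD, cutoff fixed separately per campaign, cut at about 7.5% in these data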;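 note: 0% = DMSO wells and 100% = 10 µM SAHA wells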
ADAM17 inh: ADAM17 inhibition, QFRET primary screen. 370,000 tested, 0.83% active. P78536. inhibition, % at 6.95 µM. recombinant ADAM17, EDANS/DABCYL FRET peptide cleavage;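 active = inhibition above the mean of compounds lying between control limits plus 3 SD, set per campaign, cut at about 8.5% in these data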;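 note: 0% = DMSO-only wells as the low control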
Target sequence (P78536 215-824 limits assumed): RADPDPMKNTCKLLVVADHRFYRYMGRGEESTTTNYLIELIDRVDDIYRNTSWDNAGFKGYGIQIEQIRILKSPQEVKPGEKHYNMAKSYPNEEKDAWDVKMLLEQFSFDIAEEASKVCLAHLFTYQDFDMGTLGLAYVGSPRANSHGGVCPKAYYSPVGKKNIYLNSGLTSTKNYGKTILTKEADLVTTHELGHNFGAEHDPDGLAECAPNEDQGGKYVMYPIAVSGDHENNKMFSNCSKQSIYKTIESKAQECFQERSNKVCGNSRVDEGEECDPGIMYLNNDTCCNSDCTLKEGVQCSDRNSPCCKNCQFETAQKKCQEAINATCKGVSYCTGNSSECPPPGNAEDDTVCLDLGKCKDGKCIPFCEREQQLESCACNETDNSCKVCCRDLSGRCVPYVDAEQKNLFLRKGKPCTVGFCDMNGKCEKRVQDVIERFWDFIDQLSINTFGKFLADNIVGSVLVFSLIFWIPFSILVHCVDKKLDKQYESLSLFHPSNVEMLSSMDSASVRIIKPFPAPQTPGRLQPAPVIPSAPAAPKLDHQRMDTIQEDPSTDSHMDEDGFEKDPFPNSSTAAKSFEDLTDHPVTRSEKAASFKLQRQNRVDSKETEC
hcDAF12 agonist: activators of H. contortus DAF-12 nuclear receptor. HEK293 hcDAF-12 lit1-tk-luc reporter, luminescence; 0% DMSO, 100% Δ7-dafachronic acid. activation, % at 6.8 µM. 370,000 tested, 1.4% active. AID 652067;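 active = activation above the mean of all tested compounds plus 3 SD, cut at about 5.5% in these data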;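 note: 100% = response to 3 µM Δ7-dafachronic acid high control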
Starred values were filed as active, the others as inactive; . = no result given. An unsorted share of the library; any-hit rate near 6.8%.

The line under a structure holds: ADAM17 inh, GAA850 FXN act, ssDAF-12 act, hgDAF12 agonist, PG9 binder, DAX1 inh-1, DAX1 inh-2, GC-A act, ADAM10 inh, SMARCA2 act, hcDAF12 agonist
> Cc1ccccc1NC(=O)Cc1nc(COC(=O)C(NC(=O)c2ccccc2C)C(C)C)cs1 (stereo not given)
  1, 2.0, -1.0, -0.1, -1.1, 2.0, 0.0, 0, -15, -4, 0.8
> Cc1cc2cc(C=C(C#N)C#N)c(Cl)nc2cc1C
  -44, 4.5, 0.2, 7.4, -2.0, 1.1, 0.8, -3, -132, 1, 2.5
> CCCCNC(NCCCC)=C(S(=O)(=O)CC)S(=O)(=O)CC
  4, -1.6, -1.3, -0.7, -1.2, -0.5, 0.1, -7, 6, -6, -0.1
> COCCSc1ccccc1C(=O)N1CCc2ccccc2C1
  1, -0.2, -0.8, 0.6, -0.2, 0.6, 1.4, -5, -5, -2, 0.8
> COc1ccc(/C=C/c2nnc(NC(=O)C(C)(C)C)s2)cc1
  -40, 4.2, -1.4, -1.6, 3.4, -0.3, -0.6, 9, -104, -4, -0.5
> COc1ccc(CC(=O)NCc2csc(-c3cccs3)n2)cc1OC
  -12, -0.3, -2.3, -2.8, 0.6, -0.2, -2.8, -1, -27, -2, -2.2
> C#CCCN([C@H](C(=O)OC)C(C)C)S(=O)(=O)c1ccccc1Br
  -3, ., -1.3, 1.0, ., -1.1, ., -3, -5, -4, -2.9
> COc1ccc(C2SCC(=O)N2c2ccc(F)cc2)cc1 (stereo not given)
  1, 0.6, -1.1, -2.4, -0.9, -0.5, 0.3, -11, 1, 2, -0.5
> Cc1[nH]c2ccccc2c1/C=C(\C#N)C(=O)NC1CC1
  -1, 4.1, -0.1, 8.2, 0.3, 2.2, 1.7, 3, -6, 1, 2.5
> CC(=O)Nc1ccc2c(c1)-c1ccc(F)cc1C2=O
  0, 0.7, -0.5, 4.1, -3.2, -1.0, 1.9, 3, 3, -2, 1.3
> CCOc1cccc2cc(C(=O)N3CCN(C/C=C/c4ccccc4)CC3)c(=O)oc12
  -8, 2.4, -1.8, 5.2, -1.8, -0.6, -1.1, 1, -2, -2, -1.1
> O=C(COc1ccc(S(=O)(=O)N2CCOCC2)cc1)N1CCCCCC1
  -3, 1.8, -1.0, -0.8, -1.6, -0.1, -0.1, 0, -3, -1, -0.9
> C=C(C(=O)O)C1CCC2(C)CCCC(C)(O)C2C1 (stereo not given)
  -2, -1.3, -1.4, 1.9, -1.6, 0.7, 0.1, 9, -17, 1, 0.8
> COCCCNC(=O)c1ccc(OC)c(OC2CCN(C(C)C)CC2)c1
  0, 3.8, -1.0, 0.2, -0.1, -0.5, 5.2*, 0, 8, 4, -2.3
> CCN(C(=O)COC(=O)/C=C/c1ccccc1Cl)c1c(N)n(Cc2ccccc2)c(=O)[nH]c1=O
  -9, 1.0, -0.8, -0.2, 1.5, 0.6, 0.9, 0, -20, -2, -0.1

Overlap with the part before: 2 compounds, followed by the next part.
The line under a structure holds: ADAM17 inh, GAA850 FXN act, ssDAF-12 act, hgDAF12 agonist, PG9 binder, DAX1 inh-1, DAX1 inh-2, GC-A act, ADAM10 inh, SMARCA2 act, hcDAF12 agonist
> COCCCNC(=O)c1ccc(OC)c(OC2CCN(C(C)C)CC2)c1
  0, 3.8, -1.0, 0.2, -0.1, -0.5, 5.2*, 0, 8, 4, -2.3
> CCN(C(=O)COC(=O)/C=C/c1ccccc1Cl)c1c(N)n(Cc2ccccc2)c(=O)[nH]c1=O
  -9, 1.0, -0.8, -0.2, 1.5, 0.6, 0.9, 0, -20, -2, -0.1
> COc1ccc(C2C=C(Nc3ccccc3)C(=O)N2c2ccccc2)cc1OC (stereo not given)
  -2, 0.5, -1.4, 5.0, -1.4, 0.9, 0.7, -2, -7, 2, 1.3
> C[N+](C)(C)CCOC(N)=O
  -6, 1.4, -1.3, 4.5, -0.4, -0.3, 0.8, -14, -4, 0, 1.5
> O=C(Nc1ccc(S(=O)(=O)N2CCCC2)cc1)c1cnccn1
  3, 1.9, -0.6, 0.8, -1.8, -0.2, 0.4, 1, 2, -1, 0.1
> Brc1ccc2nc(-c3ccco3)c(Cc3ccsc3)n2c1
  -5, ., 1.0*, 1.1, -3.5, -0.9, ., 14, -6, 6, 2.3
> Clc1ncnc2scc(-c3ccccc3)c12
  -4, -2.4, -1.4, 2.5, -3.8, 0.2, 1.1, 3, 7, 4, -1.8
> CCOC(=O)C(Cc1ccccc1)C(=O)NCc1cccnc1 (stereo not given)
  -4, 3.0, -1.1, -0.1, -1.9, 0.3, -0.8, 1, -1, -1, -1.6
> O=C(COc1cccnc1[N+](=O)[O-])Nc1cccc(Br)c1
  -2, 4.7, -1.1, 8.5, 0.5, 2.4, 1.5, -5, -11, 11*, -1.2
> CNC(=S)N/N=C(\C)c1ccc(-n2ccnc2)cc1
  1, 1.0, -1.6, -0.8, -1.2, 0.5, 2.5, -9, 2, -2, -2.0
> [O-]/C(=C(\C(=S)Nc1cccc2ccccc12)[n+]1ccccc1)c1cccs1
  -19, 0.1, -0.3, -1.0, -2.0, -0.8, -0.6, -4, -46, -2, 3.0
> Cc1cccc(Cn2ccc(NC(=O)c3cccnc3)n2)c1
  -2, -0.4, -0.8, -0.7, 1.1, 0.5, 0.2, 0, -1, -1, -1.5
> O=C(Cn1c(=O)oc2cc(S(=O)(=O)N3CCCC3)ccc21)NCc1ccc(F)cc1
  -2, -1.7, -1.2, -1.1, 1.7, -1.4, -0.1, 7, -6, -4, 1.2
> O=C(CC[C@H]1O[C@@H](n2ccc(=O)[nH]c2=O)[C@H](O)[C@@H]1O)N[C@@H](Cc1ccccc1)C(=O)NCC1CCCCC1
  4, ., -1.8, -1.4, -1.3, 0.7, ., 3, -17, -3, -0.5
> Cc1nc(-c2ccccc2)sc1C1(C)CC(c2c(Cl)cccc2Cl)=NO1 (stereo not given)
  -2, 1.1, -1.5, 1.3, 0.3, -0.2, 0.0, -5, 2, 2, -2.6
> N#CCc1ccc(NC(=O)CSc2nnc(C3CC3)n2C2CC2)cc1
  0, 0.9, -0.5, 3.4, -1.9, -0.3, -0.5, 2, -1, 0, 2.4
> O=C(CCN1C(=O)C2C3C=CC(C3)C2C1=O)N1CCN(c2ccccc2F)CC1 (stereo not given)
  2, 1.1, -0.9, 0.4, -3.6, -0.3, 0.0, 6, 10, -1, 0.1
> CN(CC(=O)Nc1cccc(F)c1)C(=O)c1ccc(COc2ccccc2)cc1
  2, 1.1, -1.0, -1.3, -0.1, -2.3, -2.2, -1, 12, 0, -1.3
> Cc1sc(NC(=O)CSc2n[nH]c(N)n2)c(C#N)c1C
  1, 2.1, -0.8, 1.7, -1.4, -0.6, -0.1, 6, -1, 2, -0.2
> CCN1C(c2ccccc2)=C(c2ccccc2)S/C1=C/C=C1\SC(=S)N(C)C1=O
  -4, 3.3, -0.8, 0.3, -1.0, -0.2, -1.6, -1, -6, 0, -0.9
> CN(C)Cc1c(O)ccc2c(=O)c(-c3ccccc3)c(C(F)(F)F)oc12
  -9, 1.4, -1.0, -2.4, -0.1, 0.1, 1.3, -2, -10, -1, 0.4
> CCN(Cc1cc2cc(OC)ccc2[nH]c1=O)C(=O)Cc1ccc(OC)cc1
  -62, 1.4, -1.1, -1.7, 0.0, -1.4, -0.1, -1, -182, 0, -1.4
> CCOC(=O)NC(=O)/C(C#N)=N\Nc1cccc(OC)c1
  -4, 1.9, -1.1, -1.0, -1.8, -0.2, 0.3, -1, -4, -2, -1.0
> Cc1cccc(NC(=O)C2CC3CCC2C3)c1C (stereo not given)
  1, 2.1, -0.8, 1.6, 0.7, 0.7, -0.4, -1, 8, -3, -1.6
> CCC(C(=O)Nc1ccc(C)cc1)c1ccccc1 (stereo not given)
  -6, 0.3, -1.7, -2.9, -0.8, -0.5, -0.9, -5, -1, -2, -0.5
> CCOc1ccc(-c2nc(-c3cccs3)c(CC(=O)O)s2)cc1OC
  -53, 1.5, -0.1, 1.9, 1.8, 1.5, 0.0, 0, -143, 6, 3.1
> COc1cc(OC)c(OC)cc1CNC(=O)c1ccc(S(=O)(=O)N2CCCCC2)cc1
  -3, -0.7, -0.1, -2.2, -0.5, -1.9, -1.2, -5, -6, -3, -2.4
> CC(=O)c1cn(CC(=O)Nc2ccc(C)c(C)c2)c2ccccc12
  -3, -0.8, -2.6, -4.7, 8.4, -3.6, -1.6, -2, -5, -6, -2.2
> CCOC(=O)c1nnn(-c2nonc2N)c1-c1ccc(C)cc1
  -6, -0.6, -1.2, 1.0, -1.0, 0.3, 0.4, -4, -6, 0, -2.5
> COC(CNC(=O)c1cc(S(=O)(=O)N2CCc3ccccc32)ccc1F)OC
  -1, 1.9, -1.2, 1.2, 1.2, 0.2, -0.8, -4, 2, -1, -2.2
> CC(C)c1ccc(/C=C2\SC(=S)N(CCC(=O)N3CCCCC3CCO)C2=O)cc1 (stereo not given)
  -1, -13, -2.3, -13, -1.7, -1.2, -1.8, -1, 1, -12, -6.6
> COc1cc(-c2noc(CCC(=O)Nc3cccnc3)n2)cc(OC)c1OC
  4, 0.8, -1.7, 0.7, -1.3, -0.2, 1.0, -1, 4, -1, 0.4
> O=C(C1CCCO1)N1CCN(C(=S)Nc2ccc(F)cc2)CC1 (stereo not given)
  -3, 1.1, -1.0, 2.0, -1.3, 0.6, 3.5, -1, -1, -4, -1.5
> O=C(CC1SC(N2CCCCC2)=NC1=O)Nc1cccc(C(=O)O)c1 (stereo not given)
  -5, -0.6, -0.8, 4.0, 0.1, -0.4, -0.8, 4, -9, 0, 0.5
> O=C(CSC1=NCCS1)Nc1cccc2ccccc12
  3, 0.1, -0.1, -1.5, 0.6, -0.2, 0.6, 0, 4, 0, -2.1
> CCOC(=O)C(C#N)C(Cc1ccccc1)c1ccco1 (stereo not given)
  -1, -0.4, -0.5, 2.5, -1.1, 0.1, -0.3, 0, 0, -2, -0.9
> O=C1/C(=C\c2ccncc2)CCc2ccccc21
  -4, 2.0, -1.3, 2.7, 1.4, -0.4, -0.3, 1, -4, 1, 0.3
> O=C(CSc1nnc(-c2ccccn2)n1-c1ccccc1)Nc1ccc2c(c1)OCO2
  3, -4.0, -1.3, -0.9, -2.5, 0.6, -0.1, 0, 9, -1, -1.0

Source: PubChem (several laboratories)
